# Source: PubChem
# CD40 NFkB inh: CD40 pathway inhibition in BL2 cells | inhibition, % at 10 µM | BL2 NF-kB luciferase reporter, CD40L-induced, 4 h | 83,000 tested, 0.94% active;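 active means mean inhibition of at least 50% with a set share of replicates also reaching that level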;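 further: 0% = neutral control wells and 100% = IKK inhibitor VII at 50 µM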
# * hit, by the source's call; [ ] = dose if it differs, or a comment. This is a subset; rates above refer to the full screens.
SMILES,CD40 NFkB inh
O=C(C1CCCC1)N1C[C@H]2[C@@H](c3ccccc31)[C@H](CO)N2C(=O)c1ccccc1,0.4
c1ccc(-c2csc(Nc3ncccn3)n2)cc1,-97.7
Cc1cc(C)cc(C(=O)NCC(=O)OCC(=O)NC2CC2)c1,6.8
Cc1cc(C(=O)Nc2ccc3c(c2)OCCO3)c2ccccc2n1,2.3
COc1ccccc1S(=O)(=O)N1CC[C@@H]2[C@H]1c1cc(-c3ccccc3F)ccc1N[C@@H]2CO,-5.0
CCOC(=O)c1ccc(-c2ccc3c(c2)CCC3)nc1C,-96.7
CCN1C(=O)N(CC)C2C1N(C(C)=O)C(=O)N2C(C)=O (stereo not given),-6.5
O=C(NCc1ccco1)c1cc2nc(C3CC3)cc(C(F)(F)F)n2n1,-10.2
COc1ccccc1C(=O)n1nc(-c2cccnc2)nc1NCc1ccccc1,17.5
CN(CC(=O)Nc1ccc(Cl)c(C(F)(F)F)c1)C(=O)c1ccc(S(=O)(=O)N2CCOCC2)cc1,8.8
CC(C)NC(=O)N(C)C[C@@H]1Oc2ccc(NC(=O)Cc3ccccc3)cc2CC(=O)N([C@@H](C)CO)C[C@@H]1C,2.1[25 µM]
CC(=O)N1CCN(c2ccc(Nc3ncnc4c3oc3ccccc34)cc2)CC1,-56.3

# Rewritten as labelled records: part of the list above.
> c1ccc(-c2csc(Nc3ncccn3)n2)cc1
  CD40 NFkB inh = -97.7

> Cc1cc(C)cc(C(=O)NCC(=O)OCC(=O)NC2CC2)c1
  CD40 NFkB inh = 6.8

# (cont.)
SMILES,CD40 NFkB inh
COc1cccc(NC(=O)CN(C)C(=O)Cn2[nH]c(=O)c3ccccc3c2=O)c1,1.8
O=C(C[C@H]1CC[C@@H](NC(=O)C2CCOCC2)[C@@H](CO)O1)NCC1CCCCC1,-2.1[25 µM]
CCOc1ccc(NC(=O)COc2ccc(C(=O)NC(C)c3ccc(S(N)(=O)=O)cc3)cc2OC)cc1 (stereo not given),6.9
C[C@H](CO)N1C[C@H](C)[C@H](CN(C)CC2CC2)Oc2ccc(NC(=O)CCC(F)(F)F)cc2CC1=O,3.4[25 µM]
COCCN(C(=O)COC(=O)/C=C/c1cccc(OC)c1)c1c(N)n(CC(C)C)c(=O)[nH]c1=O,0.3
Cc1ccc(/C=N/NC(=O)c2cc(-c3ccccc3)nc3ccccc23)o1,-20.7
CCOC(=O)c1c(NC(=O)OC)sc2c1CCC2,-1.1
Cc1cccc(-c2ccc([C@@H]3[C@@H](CO)N4CCCCN(CCC(F)(F)F)C[C@H]34)cc2)c1,-19.0[25 µM]
COCCNC(=S)Nc1ccccc1[N+](=O)[O-],11.4
CS(=O)(=O)N1C2CN(CC(F)(F)F)CC1C2c1ccc(Br)cc1 (stereo not given),-6.6
O=C(c1ccc(F)cc1)N1CC(=O)N2[C@H](C1)[C@@H](c1ccc(C#CCC3CCCC3)cc1)[C@@H]2CO,26.1[25 µM]
CS(=O)(=O)c1ccc(Cl)c(NC(=O)COc2ccc3c(c2)CCC3)c1,-1.1

# Looked up above:
# COCCNC(=S)Nc1ccccc1[N+](=O)[O-] | CD40 NFkB inh = 11.4
# Cc1cccc(-c2ccc([C@@H]3[C@@H](CO)N4CCCCN(CCC(F)(F)F)C[C@H]34)cc2)c1 | CD40 NFkB inh = -19.0[25 µM]
# CCOC(=O)c1c(NC(=O)OC)sc2c1CCC2 | CD40 NFkB inh = -1.1

# Additional structures follow.
SMILES,CD40 NFkB inh
COc1ccccc1CNC(=O)COC(=O)C1CCN(S(=O)(=O)c2ccc(C)c(C)c2)CC1,7.2
Cc1ccc2c(c1)c1ncnc(N3CCC4(CC3)OCCO4)c1n2C,-113.7
C/C(=N\NC(=O)c1ccccc1F)c1cccc(NC(=O)c2ccccc2)c1,12.4
COc1ccc(NS(=O)(=O)c2cccc(NC(=O)c3ccccn3)c2)cc1,15.8
CN1CCCCN2[C@H](CO)[C@H](c3ccc(-c4ccc(F)cc4)cc3)[C@@H]2C1,-5.8[25 µM]
O=C(OCC(=O)N1CCN(c2ccccc2)CC1)c1ccc2ccccc2n1,7.9
CC(C)(C)c1ccc(CS(=O)(=O)CC(O)CN2CCCC2=O)cc1 (stereo not given),2.7
NS(=O)(=O)c1ccc(NC(=O)CN(C(=O)C(F)(F)F)C2CCCC2)cc1,-1.0
CO[C@@H]1CN(C)C(=O)c2cc(NC(=O)NC3CCCCC3)ccc2OC[C@H](C)N(CC2CC2)C[C@@H]1C,0.5
Cn1c(CCCNC(=O)c2ccco2)nc2ccccc21,2.8
O=S(=O)(NC1CCCCC1Sc1ncccn1)c1ccccc1 (stereo not given),6.3
COCc1c(C(=O)N2CCN(CCOc3ccccc3)CC2)oc2ccccc12,1.5

# Reformatted: results already given
molecule	CD40 NFkB inh
C[C@H](CO)N1C[C@H](C)[C@H](CN(C)CC2CC2)Oc2ccc(NC(=O)CCC(F)(F)F)cc2CC1=O	3.4[25 µM]
COCCN(C(=O)COC(=O)/C=C/c1cccc(OC)c1)c1c(N)n(CC(C)C)c(=O)[nH]c1=O	0.3
Cc1ccc(/C=N/NC(=O)c2cc(-c3ccccc3)nc3ccccc23)o1	-20.7
CCOC(=O)c1c(NC(=O)OC)sc2c1CCC2	-1.1
Cc1cccc(-c2ccc([C@@H]3[C@@H](CO)N4CCCCN(CCC(F)(F)F)C[C@H]34)cc2)c1	-19.0[25 µM]
COCCNC(=S)Nc1ccccc1[N+](=O)[O-]	11.4
CS(=O)(=O)N1C2CN(CC(F)(F)F)CC1C2c1ccc(Br)cc1 (stereo not given)	-6.6
O=C(c1ccc(F)cc1)N1CC(=O)N2[C@H](C1)[C@@H](c1ccc(C#CCC3CCCC3)cc1)[C@@H]2CO	26.1[25 µM]
CS(=O)(=O)c1ccc(Cl)c(NC(=O)COc2ccc3c(c2)CCC3)c1	-1.1
COc1ccccc1CNC(=O)COC(=O)C1CCN(S(=O)(=O)c2ccc(C)c(C)c2)CC1	7.2
Cc1ccc2c(c1)c1ncnc(N3CCC4(CC3)OCCO4)c1n2C	-113.7
C/C(=N\NC(=O)c1ccccc1F)c1cccc(NC(=O)c2ccccc2)c1	12.4
COc1ccc(NS(=O)(=O)c2cccc(NC(=O)c3ccccn3)c2)cc1	15.8
CN1CCCCN2[C@H](CO)[C@H](c3ccc(-c4ccc(F)cc4)cc3)[C@@H]2C1	-5.8[25 µM]
O=C(OCC(=O)N1CCN(c2ccccc2)CC1)c1ccc2ccccc2n1	7.9
CC(C)(C)c1ccc(CS(=O)(=O)CC(O)CN2CCCC2=O)cc1 (stereo not given)	2.7
NS(=O)(=O)c1ccc(NC(=O)CN(C(=O)C(F)(F)F)C2CCCC2)cc1	-1.0
CO[C@@H]1CN(C)C(=O)c2cc(NC(=O)NC3CCCCC3)ccc2OC[C@H](C)N(CC2CC2)C[C@@H]1C	0.5
Cn1c(CCCNC(=O)c2ccco2)nc2ccccc21	2.8
O=S(=O)(NC1CCCCC1Sc1ncccn1)c1ccccc1 (stereo not given)	6.3
COCc1c(C(=O)N2CCN(CCOc3ccccc3)CC2)oc2ccccc12	1.5

# Further compounds:
SMILES,CD40 NFkB inh
CN(C)C(CNC(=O)c1ccccc1OCc1ccc(Cl)cc1)c1ccco1 (stereo not given),4.7
COC(=O)c1cc(Br)ccc1-c1ccc(/C=N/n2nnnc2N)o1,11.3
O=C(O)C[C@H]1C=C[C@H](NC(=O)Nc2cc(F)ccc2F)[C@H](CO)O1,1.2[25 µM]
c1ccc(N=Nc2ccc(C3=NCCO3)cc2)cc1,13.7
O=C(NCCc1ccccc1C(F)(F)F)c1cc(COc2ccccc2)on1,1.1
C[C@H]1CN([C@@H](C)CO)C(=O)c2ccccc2-c2ccccc2CO[C@@H]1CN(C)C(=O)C1CC1,9.8
CC(=NNC(=O)c1ccncc1)c1ccc(Cl)cc1Cl,-1.5
OC[C@@H]1[C@@H](c2ccc(C#CC3CCCC3)cc2)[C@H]2CN(CCC(F)(F)F)CCCCN12,-6.3[25 µM]
CCCOc1ccc(C(=O)CCC(=O)NNC(=O)c2cccs2)cc1,11.5
CCS(=O)(=O)n1nc(-c2cccnc2)nc1NCc1ccc(F)cc1,7.7
O=C(Cc1ccccc1)Nc1nc(-c2cccs2)cs1,-54.9
CCN=C1SC(C(=O)NCCc2ccccc2)CC(=O)N1CC (stereo not given),7.2
Cc1cc2c(Nc3ccccc3O)ncnc2s1,11.5
Cc1ccc(S(=O)(=O)N2CCCN(C(=O)CNC(=O)c3ccccc3)CC2)cc1,2.2
NCCCn1cnc2ccccc21,6.0
O=C(ONC(=O)C1C2C=CC(C2)C1C(=O)NOC(=O)c1ccccc1)c1ccccc1 (stereo not given),14.6
O=C(Nc1nccs1)c1nc(-c2ccccc2)n(-c2ccccc2)n1,4.4
c1cncc(-c2nc(NCc3ccco3)c3ccccc3n2)c1,3.6
CCC(C)(C(=O)NC1CCCCC1)N(Cc1ccco1)C(=O)c1ccccn1 (stereo not given),-1.2
O=C(CCNC(=O)c1ccccc1Cl)Nc1nc2ccccc2[nH]1,-11.1
COc1ccc(CC(=O)NC2CCS(=O)(=O)C2)cc1 (stereo not given),4.1
Cc1ccc(NC(=O)Cn2nc(C(=O)O)c3ccccc3c2=O)cc1S(=O)(=O)N1CCCCCC1,13.2
C[C@@H](C(=O)N(C)C[C@H]1OCc2ccccc2-c2ccccc2C(=O)N([C@@H](C)CO)C[C@@H]1C)c1ccccc1,0.4
CC1CCCC(C)N1C(=O)COC(=O)c1cc(S(=O)(=O)N2CCOCC2)ccc1Cl (stereo not given),-13.1
O=C(Nc1cnccn1)C1c2ccccc2Oc2ccccc21,9.9
C[C@H]1CN([C@@H](C)CO)C(=O)c2cc(NC(=O)Cc3cn(C)c4ccccc34)ccc2O[C@@H]1CN(C)Cc1ccc2c(c1)OCO2,6.9[25 µM]
COc1cc(C(=O)NCC(C)C)c([N+](=O)[O-])cc1OC,9.0
O=C(CC(=O)c1ccccc1)c1ccccc1,-74.0
Cc1ccc(C(=O)CCC(=O)OCC(=O)N(C)c2c(N)n(Cc3ccccc3)c(=O)[nH]c2=O)cc1,3.9
CN(CC1CCOCC1)C(=O)CC1C(=O)NCCN1CC(c1ccccc1)c1ccccc1 (stereo not given),6.1
COc1ccc(CC(=O)OCC(=O)NC(=O)NC23CC4CC(CC(C4)C2)C3)cc1,3.1
CCc1ccc(NC(=O)CNC(=O)[C@@H]2Cc3ccccc3CN2)cc1,-20.4
C[C@@H](NC(=O)C[C@H]1C=C[C@@H](NC(=O)c2cccnc2)[C@@H](CO)O1)c1ccccc1,2.2[25 µM]
O=C(C[C@@H]1CC[C@@H]2[C@H](COC[C@@H](O)CN2CC2CCCC2)O1)NCc1ccc(Cl)cc1,0.0
CCCCN(C)Cc1c(C)[nH]c2ccc(C)cc2c1=O,13.6
CCc1cccc(CC)c1NC(=O)c1ccc(-n2cncn2)nc1,4.1
Cc1ccc(S(=O)(=O)N2CCOCC2)cc1NC(=O)COc1ccccc1Cc1ccccc1,14.6
CC(=O)N(C)C[C@H]1[C@H](c2ccc(-c3ccc(F)cc3)cc2)[C@@H](CO)N1C(C)=O,-2.4[25 µM]
N#Cc1ccc(OCC(=O)Nc2ccc(N3CCCC3)cc2)cc1,-11.8
COc1ccc(-c2nnc3ccc(SCc4ccccc4)nn23)cc1,5.3
